# T cell HTS: T cell immune modulation candidate; 2C CD8+ T cell-vesicle binding, flow cytometry; active compounds read low; calls only at 7 µM; 330,000 compounds, 0.068% hits;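 active = response, share of CD8 T cells binding vesicles, and their 90th percentile fluorescence all below set limits, cut at about 80% in these data, passing the limit was not always enough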
#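 Incubation: binding step 1.5 h, 37 °C, antibody labelling 20 min, ice; system: murine 2C transgenic CD8+ T lymphocytes; technique: cytometric PE anti-B7-1 and Alexa647 anti-CD8 signals after 1% paraformaldehyde fixation; also added: QL9-charged Drosophila Ld/ICAM-1/B7-1 vesicles; control set: naked versus QL9-loaded vesicles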
# T cell HTS vesicle-bound %: also measured in T cell HTS; calls as there; double positive events, %; measured here: CD8+ vesicle-bound cell fraction;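 binding gate set so that unloaded-vesicle control wells show 10% double positive cells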
# * marks the source's active call; other numbers are inactive results; i = inactive; nt = no result given. An excerpt; rates above refer to the full screens.
Molecule	T cell HTS	T cell HTS vesicle-bound %
CSCCC(NC(=O)c1ccccc1Br)C(=O)NNC(=O)c1ccco1 (stereo not drawn)	i	44
CCC/C=C1/CCCOC(C(=O)NCCNCCO)(C(F)(F)F)C1 (stereo not drawn)	i	35
CCOc1ccc(S(=O)(=O)N2CCCCC2)cc1NC(=O)Cc1cccc(C(F)(F)F)c1	i	32
C[C@H](CO)N1C[C@H](C)[C@@H](CN(C)Cc2ccncc2)Oc2c(NC(=O)CCC(F)(F)F)cccc2C1=O	i	nt
Cc1cccc(-c2c3c(nc4c2c(=O)n(C)c(=O)n4C)-c2ccccc2C3O)c1 (stereo not drawn)	i	52
COCC(C)n1c(C)cc(C(=O)COC(=O)c2cccn2C)c1C (stereo not drawn)	i	45
COCCCN(C(=O)c1ccc2ccccc2n1)c1c(N)n(Cc2ccccc2)c(=O)[nH]c1=O	i	12
Cc1cccc(NC(=O)COC(=O)COc2ccc3c(c2)CCC3)c1	i	41
O=c1[nH]c(-c2ccc(-c3cccc(Cl)c3)o2)nc2ccccc12	i	6
O=C(Nc1ccccc1)c1ccccc1CSc1ccccc1	i	44
CC(=O)O[C@H]1CC[C@@]2(C)C(=CC[C@H]3[C@@H]4CC[C@H](C5(C)OCCO5)[C@@]4(C)CC[C@@H]32)C1	i	44
O=C(NCc1cc(C(F)(F)F)cc(C(F)(F)F)c1)C1CC(c2ccc(C(F)(F)F)cc2)=NO1 (stereo not drawn)	i	48
COc1ccc(/C=N/NC(=O)c2ccc(NS(=O)(=O)c3cccs3)cc2)cc1	i	54
O=C(Cc1ccc(Br)cc1)OCC(=O)N1CCOCC1	i	56
COC(=O)C1=C(C)N(Cc2ccccc2)C(=O)N[C@H]1CCc1ccccc1	i	28
CN(C)C(CNC(=O)CSC(=S)N1CCCC1)c1ccccc1 (stereo not drawn)	i	35
CCN(CC)S(=O)(=O)c1ccc(/C=C/C(=O)OCC(=O)NCc2ccco2)cc1	i	8
COc1ccc(NC(=O)CN2C(=O)NC(C)(c3ccc(C)cc3)C2=O)cn1 (stereo not drawn)	i	39
CCC(C)c1ccccc1N1CC(C(=O)N2CCN(C(=O)c3ccco3)CC2)CC1=O (stereo not drawn)	i	42
CC(Oc1ccccc1F)c1nnc(SCC(=O)c2c(N)n(C3CC3)c(=O)[nH]c2=O)o1 (stereo not drawn)	i	29
COc1ccc2nc(NC(=O)c3c(C)noc3C)sc2c1	i	43
CC1CCc2sc(C(=O)N3CCC(C(N)=O)CC3)cc2C1 (stereo not drawn)	i	27
COc1ccc(S(=O)(=O)N(C)C[C@@H]2Oc3c(NS(=O)(=O)c4cn(C)cn4)cccc3C(=O)N([C@@H](C)CO)C[C@@H]2C)cc1	i	27
CC(C)(C)c1ccc(S(=O)(=O)N2CCN(CC(O)CN3CCOCC3)CC2)cc1 (stereo not drawn)	i	30
COc1ccc(C(=O)NNC(=O)C23CC4CC(CC(C4)C2)C3)cc1OC	i	40
CN(CC(=O)Nc1ccccc1Br)C(=O)c1ccccc1Cc1ccccc1	i	46
O=C(CCc1ccccc1)Nc1sc2c(c1C(=O)O)CCCC2	i	28
CCOc1ccc(OCCCC(=O)Nc2cc(Cl)ccc2-n2cncn2)cc1	i	42
Cc1ccc(S(=O)(=O)N(C)C)cc1NC(=O)COC(=O)COc1ccc2c(C)cc(=O)oc2c1	i	51
CCOC(=O)N1CCN(c2nnc(-c3ccc(C)cc3)c3ccccc23)CC1	i	28

# 4 entries from above, with values under each structure:
# Screens in order: T cell HTS	T cell HTS vesicle-bound %
- COc1ccc(S(=O)(=O)N(C)C[C@@H]2Oc3c(NS(=O)(=O)c4cn(C)cn4)cccc3C(=O)N([C@@H](C)CO)C[C@@H]2C)cc1
 : i	27
- CC(C)(C)c1ccc(S(=O)(=O)N2CCN(CC(O)CN3CCOCC3)CC2)cc1 (stereo not drawn)
 : i	30
- COc1ccc(C(=O)NNC(=O)C23CC4CC(CC(C4)C2)C3)cc1OC
 : i	40
- CN(CC(=O)Nc1ccccc1Br)C(=O)c1ccccc1Cc1ccccc1
 : i	46

# The list continues:
Molecule	T cell HTS	T cell HTS vesicle-bound %
Cc1sc2ncnc(SCC(=O)NCC3CCCO3)c2c1C (stereo not drawn)	i	40
CCC(C)Sc1ccc(-c2nc3ccccn3c2NCc2ccccc2)cc1OC (stereo not drawn)	i	6
Cc1cc(=O)c(C(=O)Nc2cccc(N3CCCC3=O)c2)nn1-c1ccccc1F	i	14
CCN1C(=O)C(=O)N(CC(=O)Nc2ccccc2OC(F)F)C1=O	i	30
CC(C)(C)OC(=O)C[C@H]1C/C=C\C[C@H](CC(=O)N(CCO)Cc2ccccc2)C(=O)NCCOC1=O	i	28
CC(=O)c1c(C)[nH]c(C(=O)COC(=O)COc2ccccc2)c1C	i	26
O=C(CSc1nnnn1-c1ccccc1)NCC1(N2CCCCC2)CCCCC1	i	53
Cc1ccc(S(=O)(=O)N2CCOCC2)cc1NC(=O)Nc1ccc([N+](=O)[O-])cc1	i	9
Cc1ccccc1OCC(=O)OCC(=O)c1c[nH]c2ccccc12	i	41
CC1(c2ccc3ccccc3c2)NC(=O)N(CC(=O)N2CCN(Cc3ccccc3)CC2)C1=O (stereo not drawn)	i	39
COc1ccc(C(=O)OCC(=O)NC(=O)NC2CCCC2)cc1[N+](=O)[O-]	i	16
COc1cccc(OCC(=O)NC2CCCCCC2)c1	i	38
COC(=O)[C@H]1[C@H](c2ccccc2)[C@H](C(=O)OC)O[C@H]1c1ccccc1	i	48
CCC(C)(C)C1CCC2(CC1)NC(=O)N(CC(=O)NCCc1c[nH]c3ccccc13)C2=O (stereo not drawn)	i	52
Cn1cccc1C1CCCN1CC(=O)Nc1ccc(C(N)=O)cc1 (stereo not drawn)	i	26
CC(C)(C)OC(=O)N1CCC(NC(=O)c2nc[nH]c2C(=O)N2CCN(c3ccccc3)CC2)CC1	i	49
COc1ccc(-n2nnnc2SC(C)C(=O)NC2CCCC2)cc1 (stereo not drawn)	i	15
CCC[C@H]1NC(=O)[C@H](C)N(C)C(=O)C(C)(C)C(=O)C(C)NC(=O)[C@H](Cc2ccc(OC)cc2)N(C)C(=O)[C@H](C(C)C)N(C)C(=O)CNC(=O)[C@H](CC(C)C)N(C)C(=O)CNC(=O)[C@H]([C@@H](C)CC)OC(=O)[C@H]1C (stereo partly drawn)	i	6
Cc1cnc(C(=O)OCC(=O)Nc2ccc(Br)cc2F)cn1	i	29
CCN(C[C@H]1N[C@@](C)(C(=O)OC)[C@H]2C(=O)N(Cc3ccccc3)C(=O)[C@@H]12)S(=O)(=O)c1ccc(F)cc1	i	3
CN(C(=O)c1ccc(NC(=O)C2CCCN(C(=O)OC(C)(C)C)C2)cc1)C1CCCCC1 (stereo not drawn)	i	53
CNS(=O)(=O)c1cccc(C(=O)OCCCC(=O)c2ccccc2)c1	i	21
Cc1cc(N(C)C)ccc1N=Nc1ccc(N)cc1	i	29
COC(=O)CC1(C(=O)OC)Oc2ccccc2C(=O)N1c1ccc(F)cc1F (stereo not drawn)	i	34
CC(=O)Nc1cccc(NC(=O)c2cc([N+](=O)[O-])ccc2N2CCCCC2)c1	i	19
CCN(c1ccccc1)S(=O)(=O)c1cccc(C(=O)NCc2ccccc2CN2CCOCC2)c1	i	34
CC(=O)N1CCN(C(=O)COC(=O)/C=C/c2ccc(C(F)(F)F)cc2)CC1	i	40
CCOC(=O)[C@@H]1[C@H]2COc3ccc(Br)cc3[C@@H]2N2C(=O)N(c3ccc(Br)cc3)C(=O)[C@@]12C	i	6
Cn1nc(C(=O)NCC(=O)Nc2ccc(F)c(F)c2F)c2ccccc2c1=O	i	45
CCCCNc1c(-c2ccc(-c3ccc(C(C)=O)cc3)c(OC)c2)nc2cnccn12	i	46
COc1ccc(OC)c(NC(=O)CN2C(=O)NC3(CCCc4ccccc43)C2=O)c1 (stereo not drawn)	i	44
CC[C@@H]1[C@H]2CCCC(=O)N3CC[C@@H](C[C@H]1O)[C@@H]23	i	3
O=C(CCCN1C(=O)NC2(CCCC2)C1=O)N1CCN(S(=O)(=O)c2ccccc2)CC1	i	39
CN(C(=O)c1ccc(NC(=O)Cc2cccc(NC(=O)C3CCCN(C(=O)C4CCCC4)C3)c2)cc1)C1CCCC1 (stereo not drawn)	i	18
CN(Cc1ccccc1F)C(=O)CN1CCN(S(=O)(=O)c2ccc3c(c2)OCCCO3)CC1	i	23
COc1cc(/C=C/C(=O)Nc2ccc(OC)c(S(=O)(=O)N3CCOCC3)c2)ccc1OCC#N	i	42
COc1ccc2oc(C(=O)OC(C)C(=O)N3C(C)CCCC3C)c(C)c2c1 (stereo not drawn)	i	12
CCCCCCSc1cccc(-c2nc3ccccn3c2NCc2ccccc2)c1	i	7
Cc1cccc(NS(=O)(=O)c2cccc(C(=O)N3CCCCCCC3)c2)c1	i	56
COc1cc2cnc(-c3ccsc3)c(-c3ccc(F)cc3)c2cc1OC	i	54
COc1cc(OC)cc(C(=O)NNC(=O)CCNC(=O)c2ccc(Br)cc2)c1	i	33
COc1ccc(S(=O)(=O)NCC(=O)Nc2ccc(F)cc2)cc1	i	42
O=C1C=C(c2cccc(CO)c2)C[C@@H](c2ccc(F)cc2)C1	i	34
O=C(COC(=O)c1cccc(Br)c1)NCc1ccco1	i	47
CCN(CC)S(=O)(=O)c1ccc(C(=O)Nc2cc(S(=O)(=O)N3CCOCC3)ccc2O)cc1	i	45

# Given with each value named: part of the list above.
CC[C@@H]1[C@H]2CCCC(=O)N3CC[C@@H](C[C@H]1O)[C@@H]23
  T cell HTS: i
  T cell HTS vesicle-bound %: 3

CCCCCCSc1cccc(-c2nc3ccccn3c2NCc2ccccc2)c1
  T cell HTS: i
  T cell HTS vesicle-bound %: 7

O=C(CSc1nnnn1-c1ccccc1)NCC1(N2CCCCC2)CCCCC1
  T cell HTS: i
  T cell HTS vesicle-bound %: 53

# Remaining list, next part.
Molecule	T cell HTS	T cell HTS vesicle-bound %
O=C(COC(=O)COc1ccc(Br)cc1)NNC(=O)c1ccccc1	i	28
CN(CC(=O)Nc1ccc(OC(F)(F)F)cc1)C(=O)Cc1ccc2c(c1)CCC2	i	46
COc1cc(C(C)=O)ccc1OCC(=O)Nc1ccc(Cl)c(S(=O)(=O)N2CCOCC2)c1	i	40
COc1cccc(N2[C@@H](CC(C)=O)c3ccc(/C=C/C(C)=O)cc3S2(=O)=O)c1	i	6
CC(C(=O)Nc1ccc(C(F)(F)F)cc1)N(C)CC(=O)N1CCN(Cc2ccccc2)CC1 (stereo not drawn)	i	43
COc1cc(OC)cc(C(=O)OCC(=O)NCc2ccco2)c1	i	32
O=S(=O)(Nc1ccccc1N1CCOCC1)c1cccs1	i	52
CCC(C)c1ccc(S(=O)(=O)N2CCN(C(C)C(=O)NC3CCCC3)CC2)cc1 (stereo not drawn)	i	42
C=CCn1c(SCC(=O)Nc2ccc3c(c2)OCCO3)nc2cc(C(=O)O)ccc2c1=O	i	37
Cn1c(N)c(C(=O)COC(=O)c2ccc(C(F)(F)F)cc2)c(=O)n(C)c1=O	i	29
COc1ccccc1/C=N/NC(=O)CC(=O)NCCc1ccccc1	i	40
CC#CCN1c2ccccc2[C@]23C[C@@H](C(=O)OC)N(C(=O)NC(C)(C)C)C2=NC(C(=O)OC)=C(C(=O)OC)[C@H]13	i	59
COc1cccc(CCC(=O)Nc2cccc(S(=O)(=O)N3CCCC3)c2)c1OC	i	44
CC[C@H](C)[C@@H](C(=O)NCCCCCCCCCCC(=O)N1CCNCC1)n1cc(CCCCN=C(N)N)nn1	i	35
O=C(COc1cccc(F)c1)Nc1nc(-c2ccncc2)cs1	i	45
O=C(CNC(=O)c1cccc(Cl)c1)NCC(c1cccs1)N1CCOCC1 (stereo not drawn)	i	20
CCN(CC)c1ccc(S(=O)(=O)N2CCOCC2)cc1NC(=O)Nc1ccccc1	i	34
Cc1cc(C(=O)OCC(=O)Nc2ccccc2C)c(C)o1	i	39
CN1CCN(C(=O)c2cccc(-c3cc(O)c4ncccc4c3)c2)CC1	i	32
Nc1cccc2c1C(=O)N(c1ccccc1)C2=O	i	42
COc1ccc(S(=O)(=O)NCc2ccncc2)cc1NC(=O)c1ccccc1F	i	28
Nn1c(SCC(=O)Nc2ccc(N3CCOCC3)cc2)nnc1-c1cccc(F)c1	i	58
CCOC(=O)c1ccc(NC(=O)CN2C(=O)NC3(CCCCCCC3)C2=O)cc1	i	39
CCN(CC(=O)Nc1ccc(OC)cc1)C(=O)CSCc1ccc(C)cc1	i	44
O=C(CCC(=O)c1ccc(Cl)s1)Nc1ncccc1O	i	43
COc1ccccc1NC(=O)COc1ccc(C(=O)NCC2CCCO2)cc1OC (stereo not drawn)	i	41
CN(CC(=O)Nc1ccc(F)cc1)C(=O)COC(=O)c1ccc(=O)n(Cc2ccccc2)n1	i	6
COc1ccc(C(=O)OCC(=O)c2c(N)n(C)c(=O)n(C)c2=O)c(OC)c1OC	i	46
O=C(COC(=O)Cc1c(Cl)cccc1Cl)NCc1ccco1	i	45
COc1ccc([C@H]2CC(=O)C=C(c3ccc(Br)c4ccccc34)C2)cc1	i	11
CCCCC[C@@H]1C=C(C(=O)O)[C@H](c2ccc(C)cc2)N1S(=O)(=O)c1ccc(C)cc1	i	7
Cc1ccccc1NC(=O)CSC(=O)c1ccccc1	i	11

# From PubChem BioAssay
